# MKP-3 inhibition = MKP-3 phosphatase inhibitors, primary screen, biochemical, rat enzyme, in vitro (AID 425); recombinant MKP-3 phosphatase activity, fluorescence; higher % means a stronger effect; inhibition, % at 20 µM, or IC50 in µM where a hit was titrated; actives 0.17% (n = 110,000); in the data active means inhibition above about 50%;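 further: plate controls were vehicle for no effect and reference inhibitor for full effect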
# Hsp70 displacement = Hsp70 inhibitors, probe displacement, primary screen, biochemical, fluorescence polarization (AID 583); Hsp70 fluorescence polarization probe displacement, mP; higher % means a stronger effect; displacement, % at 20 µM; hits with a dose series show IC50 in µM; actives 0.06% (n = 140,000); in the data active means displacement above about 50%;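 further: plate controls were vehicle for no effect and reference ligand for full effect; a part of the inactive calls stands beside numbers as strong as those of hits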
# * = called active by the depositor; nt = no result given.
molecule	MKP-3 inhibition	Hsp70 displacement
Cc1c(=O)n(OCc2ccccc2F)c2ccccc2[n+]1[O-]	-0.1%	3.6%
Cc1ccc(OCCNS(=O)(=O)c2ccc(N3CCCC3=O)cc2)cc1C	nt	-1.3%
Cc1cc(/C=N/Nc2ccc([N+](=O)[O-])cn2)c(C)n1-c1ccccc1	nt	-1.1%
O=C(c1ccccc1)N1CCSC1=S	nt	-0.8%
CN1CCN(S(=O)(=O)c2ccc(NC(=O)C3CCCCC3)cc2)CC1	-0.6%	5.7%
Cc1ccc(S(=O)(=O)Cn2nnnc2CN2CCOCC2)cc1	-6.8%	11.5%
OC(CCN1CCCCC1)(c1ccccc1)c1ccccc1	5.4%	-0.2%
O=C(O)[C@H](Cc1ccccc1)N1C(=O)c2ccncc2C1=O	4.8%	2.3%
Cc1ccc(N2C(=O)NC(=O)/C(=C\c3ccc4c(c3)OCO4)C2=O)cc1C	3.1%	0.8%
c1ccc(CCNc2ncnc3nc[nH]c23)cc1	-10.8%	1.9%
CCOc1ccc(NC(=O)N(CCN2CCOCC2)Cc2ccc3c(c2)CCCN3CC)cc1	-1.0%	0.3%
CCCCNC(=O)/C(=C\c1ccc(-c2cccc([N+](=O)[O-])c2)o1)NC(=O)c1ccccc1	4.7%	-8.1%
CC1CCC(NC(=O)CC2Oc3ccccc3NC2=O)CC1 (centres undefined)	-17.3%	-1.6%
Cc1cc(C)cc(OCC(=O)NN2Cc3ccccc3C2=N)c1	nt	3.5%
CCOc1ccc(C2C(C(C)=O)=C(O)C(=O)N2CCN(C)C)cc1 (centres undefined)	0.5%	-3.3%

molecule	MKP-3 inhibition	Hsp70 displacement
CCOc1ccc(NC(=O)C2CC(C)=C(C)CC2C(=O)O)cc1 (centres undefined)	-1.8%	nt
COC(=O)n1c(=S)oc2cc(Cl)ccc21	11.5%	6.4%
CC1=C(C(=O)OCc2ccccc2)C(c2cc3c(cc2Cl)OCO3)C2=C(CC(C)(C)CC2=O)N1 (centres undefined)	5.3%	-2.1%
CCOC(=O)N1CCN(C(=O)c2cc3c(-c4ccc(Cl)cc4)nn(C)c3s2)CC1	-1.7%	0.9%
O=C(CCCN1C(=O)c2ccccc2C1=O)Nc1ccccc1C(=O)N1CCCC1	2.9%	nt
O=C(Nc1sc2c(c1C(=O)Nc1ccccn1)CCCCC2)c1ccccc1F	-3.0%	5.4%
Cc1ccc(Cl)cc1NC(=O)c1cnn2c1NC(c1ccco1)CC2C(F)(F)F (centres undefined)	nt	1.1%
CN1C(=O)CSc2ccc(NC(=O)N3CCc4ccccc43)cc21	-3.2%	-9.8%
CCCc1cc(=O)[nH]c(SCC(=O)Nc2nonc2N)n1	-10.2%	1.1%
O=C(O)CCS(=O)(=O)Cc1ccccc1F	-8.9%	-3.1%
CC(NC(=O)CN1C(=O)NC(Cc2ccccc2)(Cc2ccccc2)C1=O)C12CC3CC(CC(C3)C1)C2 (centres undefined)	nt	-2.4%
Cc1nc(NC(=O)C2CC2)sc1C(=O)N(C)C	nt	-0.7%
O=C(NCCCN1CCN(c2ccc(F)cc2)CC1)c1cccc(N2CCCC2=O)c1	-7.1%	6.3%
CCNC(=O)CC1C(=O)N(c2ccccc2)C(=O)N1CCc1ccc(OC)cc1 (centres undefined)	0.1%	1.3%
CC(C)Oc1ccc(C2/C(=C(/O)c3ccc(F)cc3)C(=O)C(=O)N2CCCN(C)C)cc1 (centres undefined)	-3.6%	-1.9%

molecule	MKP-3 inhibition	Hsp70 displacement
Cc1ccc(C(=O)Nc2ccccc2C(=O)NC(C(=O)O)C(C)C)cc1 (centres undefined)	nt	3.0%
C=CCSc1nc2ccccc2n1C(=O)CCCN1C(=O)c2cccc3cccc(c23)C1=O	1.4%	-2.3%
COc1ccccc1OCCCCNCCO	-8.1%	-1.5%
Cc1ccccc1C(=O)Nc1cccc(NC(=O)/C=C/c2ccc(-c3ccccc3[N+](=O)[O-])o2)c1	7.4%	0.7%
COCC(C)n1c(C)cc(C(=O)COC(=O)c2c(NC(C)=O)sc(C)c2C)c1C (centres undefined)	-13.1%	0.8%
C=CCn1c(SCc2cccnc2)nnc1-c1ccncc1	-11.1%	-6.2%
O=C(CSc1ncccn1)Nn1cnnc1	-15.7%	4.1%
CCOC(=O)c1[nH]c(C)c(C(=O)NCCC2=CCCCC2)c1C	8.6%	-3.6%
Cn1c(C(O)c2ccc(Cl)cc2)nc(Cl)c1Cl (centres undefined)	-6.4%	3.0%
CN1CCN(c2nc(-c3ccccc3O)nc3ccccc23)CC1	2.0%	2.2%
O=C(NCCNC(=O)c1ccco1)c1cccc(F)c1	-5.9%	3.1%
CC1Cn2c(CCc3ccccc3)nnc2S1 (centres undefined)	-5.6%	-1.2%
O=C1OC(N2CCN(C(=O)c3ccco3)CC2)c2ccccc21 (centres undefined)	-6.8%	-0.6%
CCOC(=O)C1CCCN(CCC(=O)Nc2ccc3c(c2)CCC3)C1 (centres undefined)	-5.4%	-1.5%
Cc1ccc2c(N)c(C)ccc2c1	-0.2%	-0.5%

# Whole records, looked up by structure. Order of screens: MKP-3 inhibition	Hsp70 displacement
# Listed for CN1CCN(c2nc(-c3ccccc3O)nc3ccccc23)CC1 → 2.0%	2.2%
# Listed for O=C1OC(N2CCN(C(=O)c3ccco3)CC2)c2ccccc21 (centres undefined) → -6.8%	-0.6%
# Listed for COCC(C)n1c(C)cc(C(=O)COC(=O)c2c(NC(C)=O)sc(C)c2C)c1C (centres undefined) → -13.1%	0.8%
# Listed for O=C(CSc1ncccn1)Nn1cnnc1 → -15.7%	4.1%
# Listed for CCOC(=O)c1[nH]c(C)c(C(=O)NCCC2=CCCCC2)c1C → 8.6%	-3.6%

# The listing continues.
molecule	MKP-3 inhibition	Hsp70 displacement
Nc1ccc(C(=O)CC2(O)C(=O)Nc3ccccc32)cc1 (centres undefined)	-0.2%	1.4%
O=C(CSc1ncccc1-c1nc2ccccc2[nH]1)N1CCCCC1	-9.0%	-2.0%
CCOC(=O)c1[nH]c(C)c(C(=O)Nc2cccc(Cl)c2C)c1C	6.3%	-6.5%
C1=C(CCNc2nnnn2-c2ccccc2)CCCC1	-5.2%	1.3%
CCC12c3ccccc3C(c3ccccc31)C1C(=O)N(c3ccc4c(c3)OCO4)C(=O)C12 (centres undefined)	3.9%	1.3%
O=C(CCNc1ccc(Br)cc1)c1cccc([N+](=O)[O-])c1	2.6%	-1.8%
COc1cccc(NC2=C(Cl)C(=O)N(c3cccc(Cl)c3Cl)C2=O)c1	1.8%	7.5%
CC(C)OC(=O)CSc1nnc(Cc2ccccc2)n1Cc1ccco1	-5.8%	1.8%
O=C(Nc1ccc(S(=O)c2ccc(NC(=O)c3cccs3)cc2)cc1)c1cccs1	0.0%	-1.6%
O=C(O)CSCC(=O)Nc1cccc(C(F)(F)F)c1	nt	3.1%
O=C1CC(SCc2nc3ccccc3[nH]2)C(=O)N1c1ccc(F)c(Cl)c1 (centres undefined)	nt	-1.2%
CCOC(=O)CN1Cc2cccc(C(=O)O)c2C1=O	-7.4%	-1.8%
COc1ccc(C(=O)Nc2cc(Cl)ccc2Cl)cc1NC(=O)c1cccc(F)c1	5.5%	-1.8%
CCOC(=O)c1c(C)n(C)c2ccc(OC)c(NC(=O)CN3CCN(C(=O)c4ccco4)CC3)c12	5.0%	3.9%
CCOc1ccc(N(Cc2cc3cc(OC)ccc3[nH]c2=O)S(C)(=O)=O)cc1	2.0%	-2.1%

molecule	MKP-3 inhibition	Hsp70 displacement
COC(=O)c1ccccc1NC(=O)CSc1nnc(-c2cccnc2)n1C	nt	2.0%
O=c1c2c(nc3cc(-c4ccccc4)[nH]n13)CCC2	-4.8%	19.7%
CS(=O)(=O)N(CC(=O)NC1CCCC1)c1cccc(F)c1	4.6%	2.1%
CCN(CC(=O)NC)S(=O)(=O)c1ccc(C)cc1	3.6%	4.1%
COC(=O)c1sc2cc(Cl)ccc2c1Cl	0.0%	-1.1%
COc1ccc(-c2nc(-c3cc(OC)c(OC)c(OC)c3)no2)cc1OC	0.9%	-0.5%
Cc1ccc(C)c(S(=O)(=O)NCc2ccc(C(=O)N3CCC(Cc4ccccc4)CC3)cc2)c1	nt	-1.3%
Cc1cc(C)c(NC(=S)NC(=O)/C=C/c2ccccc2)c([N+](=O)[O-])c1	2.4%	0.1%
Cc1nc(-c2ccc(NC(=O)c3ccccc3)cc2)cs1	3.5%	-2.1%
CC(C)(C)c1ccc(C(=O)Nc2ncc(Cc3ccc(F)cc3)s2)cc1	3.7%	-2.0%
N#Cc1nc(Cc2ccccc2)oc1NCCCn1ccnc1	-9.4%	5.0%
CC1Cc2ccccc2N1C(=O)CSc1nnnn1-c1ccc2c(c1)OCCO2 (centres undefined)	-6.5%	3.9%
O=C1CCC([N+](=O)[O-])C(c2cccc(Cl)c2Cl)N1 (centres undefined)	nt	-5.8%
Cc1cc(NS(=O)(=O)c2ccc(NC(=O)c3ccco3)cc2)no1	1.6%	-1.7%
CCOC(=O)c1ccc(NC(=O)C2C3CCC(C3)C2C(=O)O)cc1 (centres undefined)	-10.6%	4.2%

# In the list so far, these have a CF3 group:
molecule	MKP-3 inhibition	Hsp70 displacement
Cc1ccc(Cl)cc1NC(=O)c1cnn2c1NC(c1ccco1)CC2C(F)(F)F (centres undefined)	nt	1.1%
O=C(O)CSCC(=O)Nc1cccc(C(F)(F)F)c1	nt	3.1%

# Additional compounds.
molecule	MKP-3 inhibition	Hsp70 displacement
O=C(C1CCCCC1)N1CCCn2c1nc1ccccc12	1.4%	-2.2%
O=C(O)CN1C(=O)S/C(=C\c2ccccc2O)C1=O	0.8%	-4.0%
COc1ccc(CCn2nnnc2C(c2ccccc2)N2CCN(C)CC2)cc1OC (centres undefined)	3.1%	-3.8%
CCCCOc1ccc(C2(C(=O)O)CCCC2)cc1	-11.2%	-2.3%
CCc1nc(N2CCCCC2)c2oc3ccccc3c2n1	-4.2%	-1.6%
Clc1ccc(OCc2nc(-c3ccccn3)n[nH]2)cc1	-11.2%	0.2%
O=C(O)CCC(=O)N1CCc2cc(S(=O)(=O)N(CCc3ccccc3)Cc3ccccc3)ccc21	nt	-1.9%
CC1(C)Cc2ccccc2-c2c1c(=O)n(-c1ccccc1)c1nnnn21	4.4%	-0.3%
C[n+]1cccc(CNC(=O)/C=N/O)c1	-10.9%	2.1%
O=C(CN(c1ccc(Br)cc1)S(=O)(=O)c1ccccc1)N1CCc2ccccc2C1	-0.4%	0.7%
COc1cc(C2C3=C(CC(C)(C)CC3=O)OC3=C2C(=O)CC(C)(C)C3)cc(OC)c1OC(C)=O	-1.6%	-1.5%
Cc1n[nH]c(C)c1C(=O)CC1(O)C(=O)N(CCc2ccccc2)c2ccc(Cl)cc21 (centres undefined)	-6.9%	0.8%
O=C(Nc1cccc(Cl)c1Cl)c1ccc([N+](=O)[O-])cc1	2.8%	-1.1%
Cn1c(=O)n(C)c2cc(C(=O)O)ccc21	-3.0%	0.5%
COc1cccc(CN2CCN(Cc3cccc(F)c3)CC2)c1OC	3.0%	2.4%

molecule	MKP-3 inhibition	Hsp70 displacement
COc1cc(NC(=O)c2cnn3c2NC(c2cccs2)CC3C(F)(F)F)c(OC)cc1Cl (centres undefined)	-5.5%	1.9%
CN1C(=O)N(C)C2(c3ccccc3)Nn3c(s/c(=C/c4ccc([N+](=O)[O-])cc4)c3=O)=NC12c1ccccc1 (centres undefined)	-4.9%	1.7%
Cn1c(C(=O)c2ccccc2)nc2ccccc21	-5.9%	-0.5%
O=C(CSc1nnc2scc(-c3ccccc3)n12)Nc1nsc(-c2ccc(Cl)cc2)n1	nt	10.2%
NC(=O)c1c(NC(=O)C(c2ccccc2)c2ccccc2)sc2c1CCCCCC2	-1.7%	6.5%
COc1cc(NC(=O)c2cc(OC)c(OC)c(OC)c2)c(OC)cc1NC(=O)CN1CCCCC1	0.0%	0.4%
CCOC(=O)c1c(C)oc2ccc(OCc3cc(C(=O)OC)oc3C)cc12	nt	4.8%
Cc1coc(C)c1C(=O)CC1(O)C(=O)Nc2cc(Cl)cc(Cl)c21 (centres undefined)	-3.5%	1.6%
O=C(CSc1nccn1-c1cccc(Cl)c1)Nc1ccc2c(c1)OCCO2	-9.6%	1.0%
N#Cc1c(N)sc(=S)c2c1CCCCC2	-0.3%	20.3%
COc1ccc(OC)c(N(CC(=O)N2CCN(c3ccccc3)CC2)S(=O)(=O)c2ccccc2)c1	5.5%	-5.0%
O=C(Nc1ccccc1F)NC1CCN(Cc2nnnn2Cc2ccc(F)cc2)CC1	5.5%	-1.1%

molecule	MKP-3 inhibition	Hsp70 displacement
O=C(NCCc1ccccc1)C1CCN(C(=O)c2sccc2-n2cccc2)CC1	3.0%	-0.1%
COc1ccc(OC)c(S(=O)(=O)N(C)CC(=O)Nc2ccc3c(c2)OCCO3)c1	3.7%	0.3%
COc1cc(/C=C2/SC(=S)NC2=O)ccc1OS(=O)(=O)c1ccccc1	8.9%	-29.1%
O=C1C(=O)N(c2cccc(Cl)c2)C(c2ccccc2[N+](=O)[O-])/C1=C(\O)c1ccccc1 (centres undefined)	-0.1%	5.0%
Cc1ccccc1C(=O)Nc1cccc(-c2nnc(-c3ccccc3)o2)c1	4.0%	0.7%
O=C(NC1CCCCC1)c1nc2c(nnn2Cc2ccccc2Cl)c(=O)[nH]1	-11.9%	-6.7%
Cc1cc(C(N)=O)c(-c2ccccc2)o1	-3.4%	nt
C/C(=N\N=C1/NC(=O)C(CC(=O)O)S1)c1ccccc1 (centres undefined)	-0.4%	2.7%
CC(C)COc1ccc(C(=O)Nc2cccc([N+](=O)[O-])c2)cc1	-2.6%	-2.1%
O=C(CSc1nc2c(cnn2-c2ccc(F)cc2)c(=O)[nH]1)N1CCOCC1	2.2%	4.6%
Cc1ccc(SCC(=O)Nc2ccccc2C(=O)O)cc1	nt	0.5%
O=C(CCn1c(=O)sc2ccccc21)NCc1ccc2c(c1)OCO2	-11.2%	2.4%

# High-throughput results (PubChem BioAssay)

# A portion of the library (hit frequency here may not be typical).
